Assay outcomes from PubChem.
cardiac RTF act – cardiac RTF calcium sensitization; P19429+P45379; IANBD-labeled TnC RTF fluorescence at EC20 calcium; 0% EC20 calcium, 100% full calcium; activation, % at 7.2 µM; 340,000 tested, 0.24% active; AID 493008;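 active = activation above the mean over all tested compounds plus 3 SD, cut at about 30% in these data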;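 note: rise in fluorescence read as greater calcium sensitivity of cardiac thin filaments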
HTR5A ag ctr – activates human HTR5A in OPRM1-OPRD1 agonist counter-screen | HTR5A agonist assay, luminescence, cell-based | activation, % at 9.3 µM | 340,000 tested, 0.61% active | AID 504692; in the data active = activation mostly above about 9.5%, no sharp cut-off; inactive = mostly below about 7.6%;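 note: 0% = cells with vehicle only and 100% = reference agonist; strong numbers were not always called active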
Target sequence (P47898 whole entry, looked up): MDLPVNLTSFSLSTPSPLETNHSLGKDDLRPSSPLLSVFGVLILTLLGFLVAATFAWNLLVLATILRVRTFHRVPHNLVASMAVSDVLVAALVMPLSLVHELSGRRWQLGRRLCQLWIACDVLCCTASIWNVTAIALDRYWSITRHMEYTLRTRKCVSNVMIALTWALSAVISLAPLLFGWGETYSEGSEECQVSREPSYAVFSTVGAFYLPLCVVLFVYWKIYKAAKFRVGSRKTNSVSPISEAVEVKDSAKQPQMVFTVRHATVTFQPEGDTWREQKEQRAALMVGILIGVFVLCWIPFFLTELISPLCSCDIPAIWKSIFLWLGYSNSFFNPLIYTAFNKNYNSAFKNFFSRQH
PvdQ acylase – blocks Pseudomonas aeruginosa PvdQ acylase activity; purified PvdQ acylase, fluorescence plate reader; inhibition, % at 10 µM; 340,000 tested, 0.063% active; AID 488965; in the data active = inhibition above about 30%, passing the limit was not always enough;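 note: 0% = vehicle neutral wells and 100% = reference inhibitor wells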
dFosB act – activators of mouse delta FosB homodimer; purified delta FosB, TAMRA-CDK5 oligo fluorescence polarization; percent of positive-control signal above neutral wells; activation, % at 25 µM; 340,000 tested, 0.99% active; AID 493131;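 active = mean activation above about 17%, with every replicate also reaching it, limit read from the data, passing the limit was not always enough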;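 note: fluorescence polarization rise as delta FosB binds a TAMRA Cdk5 AP-1 oligo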
SR-BI uptake up – SR-BI HDL lipid transfer activation | 320,000 tested, 0.096% active | activation, % at 12.5 µM | CHO ldlA[mSR-BI] cells, DiI-HDL uptake fluorescence, 3 h; 100 = double the neutral-control signal;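 active = mean replicate activation of at least 60% and every replicate at or above 60%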;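 note: 0% = median plate neutral-control signal and 100% = twice that signal; values of inactives mirror those of a sister screen read the other way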
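Assay system: CHO ldlA[mSR-BI] cells, LDL receptor-null, SR-BI overexpressing; medium: Ham's F12 with 0.5% BSA, HEPES 25 mM, pH 7.4; also added: DiI-HDL 10 µg/mL; timing: 3 h uptake period with compound, 37 °C; signal: DiI fluorescence, bottom read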
SR-BI HDL uptake – mouse SR-BI HDL lipid transfer inhibition | Q61009 | ldlA[mSR-BI] CHO cells, DiI-HDL uptake fluorescence, 3 h | inhibition, % at 12.5 µM | 320,000 tested, 0.96% active;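 active = mean replicate inhibition of at least 70% and a set share of replicates each scoring 70 or more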;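 note: 0% = median of neutral control wells and 100% = median of positive control wells; values of inactives mirror those of a sister screen read the other way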
Target sequence (Q61009 whole entry, looked up): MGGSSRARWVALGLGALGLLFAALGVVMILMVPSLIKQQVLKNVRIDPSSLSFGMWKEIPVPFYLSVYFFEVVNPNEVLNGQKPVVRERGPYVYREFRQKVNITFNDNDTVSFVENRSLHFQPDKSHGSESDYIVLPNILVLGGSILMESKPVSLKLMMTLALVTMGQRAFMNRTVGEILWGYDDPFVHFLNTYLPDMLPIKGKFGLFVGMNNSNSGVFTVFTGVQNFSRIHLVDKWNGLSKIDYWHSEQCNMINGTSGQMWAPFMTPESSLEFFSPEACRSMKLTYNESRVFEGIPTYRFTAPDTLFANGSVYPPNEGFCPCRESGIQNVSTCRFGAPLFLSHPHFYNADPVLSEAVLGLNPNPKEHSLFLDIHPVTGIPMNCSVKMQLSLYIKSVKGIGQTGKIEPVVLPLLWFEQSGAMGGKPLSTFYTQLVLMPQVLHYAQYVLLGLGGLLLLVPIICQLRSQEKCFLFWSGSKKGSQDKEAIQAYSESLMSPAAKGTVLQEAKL
MITF act – increases MITF-driven TRPM1 promoter luciferase signal; SK-MEL-5 TRPM1-promoter luciferase, 24 h; % of positive control, neutral wells = 0; 300,000 tested, 0.75% active; AID 588334; activation, % at 12.5 µM;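 active = mean activation of at least 80% with every replicate also reaching 80%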;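 note: 0% = neutral control wells and 100% = parthenolide positive control wells; values of inactives mirror those of a sister screen read the other way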
CDK5 inh – CDK5/p35 (human) kinase inhibition. Q00535+Q15078. Recombinant CDK5/p35, ADP-Glo luminescence, 60 min. inhibition, % at 10 µM. 330,000 tested, 0.01% active;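 active = highest replicate inhibition of at least 50% and at least 75% of replicates reaching 50%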;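 note: plate controls were DMSO neutral control for no effect and GW8510 at 10 µM for full effect; many of its hits are not listed in these tables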
Wnt act – activates Wnt/beta-catenin signaling in a reporter cell assay | activator, plate reader | activation, % at 9.35 µM | 300,000 tested, 1.2% active; in the data active = activation above about 30%, passing the limit was not always enough;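 note: 0% = neutral control wells and 100% = positive control wells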
Rtt109 Vps75 – blocks Candida albicans Rtt109/Vps75 acetyltransferase activity. 330,000 tested, 0.16% active. Q5AAJ8. inhibition, % at 34.9 µM. purified Rtt109/Vps75, ThioGlo CoA-SH fluorescence, 4 h;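 active = inhibition of at least 50% in every replicate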
* hit, by the source's call; nt = not tested or not shown.

mol | cardiac RTF act | HTR5A ag ctr | PvdQ acylase | dFosB act | SR-BI uptake up | SR-BI HDL uptake | MITF act | CDK5 inh | Wnt act | Rtt109 Vps75
CC(=O)n1c(C=Nc2ccc(Cl)cc2)c(O)c2ccccc21 | 38* | 6 | -9 | -4 | 3 | -3 | 27 | 0.1 | 4 | -3
COc1ccc(C(=O)NC2CCCCCCC2)cc1OC | 7 | 0 | -19 | -3 | -17 | 17 | nt | -11 | -1 | -5
CN(C)S(=O)(=O)c1cccc(NC(=O)CSc2nc3ccccc3n2-c2ccccc2)c1 | 6 | 9 | 9 | -3 | -34 | 34 | -14 | -0.2 | nt | 2
COc1ccccc1C1NC(=O)NC(C)=C1C(C)=O (stereo not drawn) | -4 | -3 | -15 | -3 | 9 | -9 | 4 | 1.1 | -3 | -3
O=C(O)c1ccc(CNCc2cc(Cl)ccc2O)cc1 | 2 | -4 | -19 | 6 | 6 | -6 | -3 | 0.2 | -3 | -1
CN1CCN(c2nc(NCCOC34CC5CC(CC(C5)C3)C4)nc(OCC(F)(F)F)n2)CC1 | -10 | 3 | 7 | 8 | -2 | 2 | -5 | -0.7 | nt | 9
CCOC(=O)c1c(NC(=S)Nc2ccc(Cl)cc2)sc2c1CCN(C)C2 | 5 | 1 | -1 | -7 | -51 | 51 | 11 | 1.1 | -2 | 5
CC(=O)c1ccc2c(c1)OCCOCCOc1ccccc1OCCOCCO2 | 1 | 3 | -14 | 2 | 7 | -7 | nt | -2.6 | -1 | -8
Cc1ccc(-c2nc(-c3ccccn3)sc2CC(=O)O)cc1 | -5 | -5 | -4 | -5 | nt | nt | -13 | 1.7 | 3 | 2
O=C(CSc1ccc(S(=O)(=O)N2CCOCC2)cn1)Nc1ccc(OC(F)F)cc1 | 0 | -5 | -7 | 2 | 26 | -26 | 0 | 0.8 | -4 | 9

Going on with the list.
mol | cardiac RTF act | HTR5A ag ctr | PvdQ acylase | dFosB act | SR-BI uptake up | SR-BI HDL uptake | MITF act | CDK5 inh | Wnt act | Rtt109 Vps75
COCCNC(=O)c1cccc(Nc2nc(-c3ccccc3)c3cc(Cl)ccc3n2)c1 | -11 | 3 | 1 | -10 | -55 | 55 | -13 | 0.1 | 15 | -26
COC(=O)COc1ccc(S(=O)(=O)NCc2ccco2)cc1 | -3 | -6 | 8 | 1 | 3 | -3 | -1 | -0.5 | nt | 5
Cc1ccc(C)n1-c1ccc(C(=O)N/N=C/c2ccncc2)cc1 | -1 | -1 | 4 | -1 | -49 | 49 | 10 | 0.1 | 4 | 25
CC(=O)OCC1=C(C(=O)O)N2C(=O)[C@@H](NC(=O)CSc3ccncc3)[C@H]2SC1 | -3 | -3 | 1 | -10 | 9 | -9 | -7 | -1.9 | -1 | -2
COc1ccccc1CNC(=O)CCCc1cn(C)c2ccccc12 | -3 | -4 | -27 | -11 | -17 | 17 | 4 | 1.4 | 9 | 2
Cc1ccc(C(=O)NCC(=O)Nc2cc(C)ccn2)cc1 | -1 | -8 | -10 | -2 | 20 | -20 | 39 | 3.1 | 28 | -2
Cc1cc2ncc(S(=O)(=O)c3ccccc3)c(N)n2n1 | 2 | 0 | -10 | 0 | 16 | -16 | -14 | 0.7 | 0 | 5
C=CCN=C(NC#N)SCCc1ccccc1 | -3 | -6 | -9 | -6 | -20 | 20 | 16 | 1.0 | nt | -2
CC(CSc1nnnn1-c1ccccc1)Cn1c(N2CCN(C)CC2)nc2c1c(=O)[nH]c(=O)n2C (stereo not drawn) | 1 | -4 | 3 | -9 | 13 | -13 | 3 | 0.4 | -1 | 12
COCCN(C(=O)CNC(=O)c1ccco1)C(C(=O)NC1CCCC1)c1ccc(OC)cc1 (stereo not drawn) | -5 | 5 | -15 | -3 | nt | nt | -3 | 0.0 | -1 | -7

Individual results from the list:
For SR-BI uptake up, COC(=O)COc1ccc(S(=O)(=O)NCc2ccco2)cc1 has the entry 3
For Rtt109 Vps75, COCCN(C(=O)CNC(=O)c1ccco1)C(C(=O)NC1CCCC1)c1ccc(OC)cc1 (stereo not drawn) has the entry -7
For MITF act, C=CCN=C(NC#N)SCCc1ccccc1 has the entry 16
For Rtt109 Vps75, COCCNC(=O)c1cccc(Nc2nc(-c3ccccc3)c3cc(Cl)ccc3n2)c1 has the entry -26

Remaining list, next part
mol | cardiac RTF act | HTR5A ag ctr | PvdQ acylase | dFosB act | SR-BI uptake up | SR-BI HDL uptake | MITF act | CDK5 inh | Wnt act | Rtt109 Vps75
O=C(O)c1ccc2noc(-c3ccccc3)c2c1 | 6 | 5 | 2 | -7 | 8 | -8 | 53 | -0.6 | nt | 1
C/C(=N\NC(=O)CNc1cccc(Cl)c1C)c1cccs1 | 3 | -2 | 4 | 0 | -49 | 49 | 13 | 0.8 | -1 | 1
Cc1cccc(NS(=O)(=O)c2ccc(C(=O)NCC3CCCO3)cc2)c1C (stereo not drawn) | 1 | 2 | 1 | -7 | 2 | -2 | -7 | 0.6 | -4 | 6
CC(=O)Nc1ccc(S(=O)(=O)N2CCCC2C(=O)Nc2ccc(F)cc2)cc1 (stereo not drawn) | 0 | -5 | 2 | -6 | 31 | -31 | 12 | 0.6 | -4 | -14
COc1cc(C(C)=O)ccc1OCC(=O)OCC(=O)c1cc(C)n(CC2CCCO2)c1C (stereo not drawn) | -4 | 3 | -8 | -3 | 3 | -3 | 13 | 0.8 | 0 | -4
O=C(CSc1nc(-c2ccccc2)c(-c2ccccc2)o1)NCCCO | 1 | 4 | 0 | -8 | -13 | 13 | -10 | 1.3 | 1 | nt
CC(C)(C)c1ccc(C(=O)Nc2ccc(S(=O)(=O)Nc3cnc4ccccc4n3)cc2)cc1 | 3 | 2 | -12 | 4 | 5 | -5 | 14 | -0.1 | 0 | -4
CCN(CC)c1ccc(NC(=O)CCCCC(=O)Nc2ccc(N(CC)CC)cc2)cc1 | 11 | 3 | -18 | -17 | -50 | 50 | -27 | 2.7 | 0 | 11
CCOC(=O)C1C(C(=O)OCC)C1(c1ccccc1)c1ccccc1 (stereo not drawn) | 2 | -1 | 8 | 1 | 43 | -43 | -8 | -0.5 | -2 | -3
Cc1cc(C(=O)CSc2nnc(Nc3ccccc3)s2)c(C)n1CC1CCCO1 (stereo not drawn) | 4 | -2 | -11 | -7 | -32 | 32 | 20 | -0.4 | nt | -2

Additional structures
mol | cardiac RTF act | HTR5A ag ctr | PvdQ acylase | dFosB act | SR-BI uptake up | SR-BI HDL uptake | MITF act | CDK5 inh | Wnt act | Rtt109 Vps75
Cc1cc(C)cc(SCc2noc(C(=O)NCCN(C)C)c2C(=O)NCCN(C)C)c1 | 3 | 10 | -5 | 10 | 33 | -33 | 3 | -1.6 | -4 | 7
COc1ccc(CCNC(=O)CS(=O)Cc2nc(-c3ccccc3F)oc2C)cc1OC (stereo not drawn) | 4 | 4 | -12 | -16 | -9 | 9 | -21 | 0.5 | 0 | -4
COc1cccc(CN(C)C(=O)c2cc(-c3cccs3)nc3ccccc23)c1 | -1 | 4 | -3 | 1 | -33 | 33 | 7 | 0.9 | -3 | 4
O=C(CCCn1c(=O)[nH]c2cc(Cl)ccc2c1=O)NCCCN1CCCC1=O | -4 | 9 | -21 | 2 | 7 | -7 | 3 | -2.8 | nt | -6
COC(=O)CCCC1=CC2=CC(=O)C(C)(OC(=O)c3cccs3)C(=O)C2=CN1CCc1c[nH]c2ccccc12 (stereo not drawn) | -7 | 6 | 5 | 8 | -4 | 4 | -10 | 0.7 | -2 | 3
O=C(c1ccccc1/S(=N/S(=O)(=O)c1ccccc1)N1CCOCC1)N1CCOCC1 (stereo not drawn) | -6 | 3 | 0 | 3 | -1 | 1 | -3 | -1.7 | -4 | 2
O=C(O)CC(Sc1n[nH]c(=S)s1)C(=O)O (stereo not drawn) | 7 | -6 | -9 | -7 | 22 | -22 | -12 | 2.2 | -1 | 5
S=c1nn[nH]c2ccccc12 | -1 | -6 | 7 | 6 | 20 | -20 | -10 | 0.2 | -5 | -8
O=C(CN1C(=O)NC2(CCOc3ccccc32)C1=O)NCCc1ccccc1 (stereo not drawn) | 3 | -3 | -1 | -2 | -6 | 6 | -1 | 1.5 | -1 | -4
Cc1ccc(N(CCCCN2C(=O)c3ccccc3C2=O)C(=O)c2cccs2)cc1 | 1 | -2 | -9 | 0 | 24 | -24 | -11 | 1.0 | nt | 3

One compound at a time, from the list above. Screens in order: cardiac RTF act | HTR5A ag ctr | PvdQ acylase | dFosB act | SR-BI uptake up | SR-BI HDL uptake | MITF act | CDK5 inh | Wnt act | Rtt109 Vps75
COC(=O)CCCC1=CC2=CC(=O)C(C)(OC(=O)c3cccs3)C(=O)C2=CN1CCc1c[nH]c2ccccc12 (stereo not drawn) is entered as -7 | 6 | 5 | 8 | -4 | 4 | -10 | 0.7 | -2 | 3
Cc1cc(C)cc(SCc2noc(C(=O)NCCN(C)C)c2C(=O)NCCN(C)C)c1 is entered as 3 | 10 | -5 | 10 | 33 | -33 | 3 | -1.6 | -4 | 7
S=c1nn[nH]c2ccccc12 is entered as -1 | -6 | 7 | 6 | 20 | -20 | -10 | 0.2 | -5 | -8
O=C(O)CC(Sc1n[nH]c(=S)s1)C(=O)O (stereo not drawn) is entered as 7 | -6 | -9 | -7 | 22 | -22 | -12 | 2.2 | -1 | 5

The list goes on.
Second line of a record: cardiac RTF act	HTR5A ag ctr	PvdQ acylase	dFosB act	SR-BI uptake up	SR-BI HDL uptake	MITF act	CDK5 inh	Wnt act	Rtt109 Vps75
N#Cc1cccc(CSc2ncnc(N)n2)c1
→ 0	0	1	1	-3	3	-7	-0.4	1	-5
CCS(=O)(=O)NCCc1csc(-c2cccnc2)n1
→ -1	-3	-7	-4	22	-22	-8	0.7	2	5
Cc1ccc(NC(=O)CN(C)C(=O)CSc2nnc(C(F)(F)F)n2C)cc1
→ 1	0	5	0	7	-7	-8	0.6	-2	0
Cc1nn(-c2nnc(C)c(=O)[nH]2)c(C)c1SCC(=O)Nc1ccc(C(C)C)cc1
→ 2	4	-24	-8	nt	nt	-8	-0.5	nt	8
CCOC(=O)N1CCN(C(=O)CSc2nc(=O)n3ccc(C)cc3n2)CC1
→ 1	1	-17	-4	7	-7	-12	-3.4	2	2
CCC(=O)N(CCC1(C(C)C)CCOC(C)(C)C1)C(C)c1cccs1 (stereo not drawn)
→ 1	2	-7	-2	-12	12	-10	-0.6	1	13
COc1ccc(-c2nc(SCC(=O)NCc3ccco3)c(-c3ccccc3)[nH]2)cc1OC
→ 6	-2	-6	-8	nt	nt	-7	-0.3	1	3
Cc1ccn2cc(-c3cnoc3C)nc2c1
→ -7	-1	-8	2	7	-7	34	1.4	0	-1
CC(CN1CCCCC1)OC(=O)CCc1ccccc1 (stereo not drawn)
→ -3	-1	-7	6	29	-29	16	0.0	-3	-3
O=C(c1ccc2c(c1)OCCO2)N1CCN(Cc2c(F)cccc2Cl)CC1
→ 1	1	-9	-12	-27	27	-1	-1.4	4	4
COc1ccc(/C=C2/SC(=O)N(CC(=O)Nc3cc(C)on3)C2=O)cc1OC
→ -1	-3	-10	-1	19	-19	1	-0.2	0	1
Cc1c(C(=O)NCc2cccnc2)oc2ccc(S(=O)(=O)N3CCCC(C)C3)cc12 (stereo not drawn)
→ 3	3	-9	-11	-7	7	-12	3.1	nt	5
Cc1cc(=O)oc(C)c1C(=O)Nc1cccnc1Cl
→ 3	-1	-10	-4	11	-11	nt	-0.6	-1	-7
COc1ccc(CCNC(=O)c2ccc(NC(=O)CC3SC(N4CCCCC4)=NC3=O)cc2)cc1 (stereo not drawn)
→ -2	4	-10	-10	-68	68	-6	1.2	2	10
